# DAT uptake mod: modulates human dopamine transporter uptake under cocaine | LLC-PK1 hDAT cells, [14C]-dopamine uptake with cocaine IC80; actives deviate in either direction | B-score at 10 µM | actives 1.3% (n = 110,000);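 active means Z score or B-score, a plate-position-corrected score, falls beyond the plate's 99.7% confidence bounds, in either direction; inactive means both scores lie inside the 99.7% bounds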;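 further: scored against the spread of the other compound wells on the same plate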
# Pyk2 oligo antag: Pyk2 (human) oligomerization antagonism; Q14289; Q293 cells, Pyk2 FERM NanoBiT luminescence; active compounds read low; z-score (the deposit names both 25 µM and 10 µM); actives 0.83% (n = 99,000);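 active means Z-score of -3 or lower, scaled per plate to the spread of control and sample wells; inactive means z-score above -3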;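 further: negative z-score means lost luminescence so less FERM oligomerization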
# Ecoli WT expand: growth inhibitors of E. coli BW25113 wild type | OD600 absorbance | growth inhibition, % at 100 µM | actives 0.15% (n = 98,000);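 active means growth inhibition above about 50% at one test dose, limit read from the data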;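 further: growth measured after 20 h incubation at 37 °C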
# CYP2C9 activ: increases human cytochrome P450 2C9 activity. P11712. actives 1.4% (n = 96,000). recombinant CYP2C9, luciferin-H conversion, luminescence; active compounds read high; factor 1 = untreated enzyme, 0 = blocked. activation factor at 5 µM;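 active means activation factor of 2 or more for CYP2C9 at a 5 µM dose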;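 further: 0 = sulfaphenazole-blocked wells and 1 = vehicle-only wells; values of inactives mirror those of a sister screen read the other way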
# LYP inh 2: LYP (human) phosphatase inhibition; Q9Y2R2; recombinant LYP catalytic domain, DiFMUP fluorescence; inhibition, % at 2 µM; actives 0.21% (n = 96,000); AID 640;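 active means inhibition at 2 µM at or above a set limit, the screen mean plus 3 SD, cut at about 24% in these data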;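 further: 0% = DMSO with enzyme and 100% = enzyme fully blocked by orthovanadate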
# Target sequence (Q9Y2R2 whole entry, looked up, the tested form may be a part): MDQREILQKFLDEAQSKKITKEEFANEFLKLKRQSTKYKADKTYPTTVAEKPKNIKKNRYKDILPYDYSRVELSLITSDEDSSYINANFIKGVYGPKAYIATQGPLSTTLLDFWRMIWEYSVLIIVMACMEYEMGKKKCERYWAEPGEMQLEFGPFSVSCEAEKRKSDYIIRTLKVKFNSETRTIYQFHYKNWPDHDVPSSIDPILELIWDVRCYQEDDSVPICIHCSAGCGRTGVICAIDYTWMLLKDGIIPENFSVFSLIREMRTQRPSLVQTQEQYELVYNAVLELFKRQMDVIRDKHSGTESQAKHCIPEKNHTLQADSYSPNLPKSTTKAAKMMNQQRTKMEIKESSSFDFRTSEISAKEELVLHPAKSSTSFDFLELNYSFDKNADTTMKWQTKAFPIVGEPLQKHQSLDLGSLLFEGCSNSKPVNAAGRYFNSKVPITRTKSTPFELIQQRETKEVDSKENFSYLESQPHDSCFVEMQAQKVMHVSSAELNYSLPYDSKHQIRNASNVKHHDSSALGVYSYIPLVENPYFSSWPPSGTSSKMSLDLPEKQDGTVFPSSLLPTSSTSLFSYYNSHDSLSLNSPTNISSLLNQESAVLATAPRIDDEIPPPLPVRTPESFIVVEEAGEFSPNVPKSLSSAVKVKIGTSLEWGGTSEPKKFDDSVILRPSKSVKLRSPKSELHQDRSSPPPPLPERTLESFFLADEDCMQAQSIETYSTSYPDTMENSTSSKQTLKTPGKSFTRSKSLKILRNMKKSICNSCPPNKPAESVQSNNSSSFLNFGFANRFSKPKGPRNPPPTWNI
# PostGolgi yeast: growth inhibition of a yeast mutant, post-Golgi transport screen | post-Golgi transport phenotypic cell assay | inhibition, % at 10 µM | actives 0.9% (n = 98,000) | AID 739;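 further: yeast cells grown in 1536-well plates; yeast grown about 18 h at 30C before absorbance read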
# CYP2C9 inh: human CYP2C9 inhibition; CYP2C9 Supersomes, luciferin-H conversion, luminescence; inhibition, % at 5 µM; P11712; actives 20% (n = 96,000);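 active means blocking of liver enzyme CYP2C9 beyond about 50% at 5 µM, limit read from the data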; further: values of inactives mirror those of a sister screen read the other way
# PTPN22 act: activators of human LYP (PTPN22) phosphatase. Q9Y2R2. actives 0.11% (n = 96,000). activation, % at 2 µM. recombinant LYP, DiFMUP fluorescence; 0 = plate median, 100 = signal doubled;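 active means activation at 2 µM above a set limit, the mean plus 5 SD, cut at about 37% in these data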
# PostGolgi ctrl: growth of the yeast control strain, post-Golgi counter-screen | efflux-deficient yeast background strain, growth absorbance A615, 16 h | inhibition, % at 10 µM | actives 5% (n = 98,000)
# * = called active by the depositor; x = no result given. Unless noted, no stated cut-off is given here; in the data, active means inhibition above about 30%; inactive means the rest.
# Value order – PTPN22 act	DAT uptake mod	LYP inh 2	CYP2C9 inh	PostGolgi yeast	CYP2C9 activ	Pyk2 oligo antag	Ecoli WT expand	PostGolgi ctrl
CCCCNC(=O)CSc1nc2ccccc2c(=O)n1C1CCCC1
    5	-0.71	-7	56*	7	0.4	-0.73	-1	23
CN=C(NC)SC1CC(=O)N(c2ccccc2)C1=O (centres undefined)
    7	0.64	-7	-37	5	1.4	0.39	-4	1
Cc1noc(C)c1CSc1nc2ccccc2nc1NS(=O)(=O)c1ccc(Cl)cc1
    -14	-0.89	14	87*	7	0.1	-0.92	-6	-1
N/C(=N\OC(=O)CCCOc1ccccc1)c1ccc(Br)cc1
    -9	-0.26	13	2	-4	1	-0.1	-1	30
Cc1ccc(NC(=O)Cn2c(=O)n(Cc3ccco3)c(=N)c3c4c(sc32)COC(C)(C)C4)cc1
    0	1.4	-3	42	2	0.6	-0.35	-14	7
CCOc1ccccc1N1CCN(C(=O)Nc2ccc(F)c(Cl)c2)CC1
    -10	1	6	-13	0	1.1	-0.51	10	17
Cc1cc(C)c(S(=O)(=O)N2CCC(C(=O)NCc3ccco3)CC2)c(C)c1
    6	0.75	-6	-179	2	2.8*	-0.03	3	5
Cc1c(-c2ccc(F)cc2)nc(N)c(C#N)c1-c1cccs1
    -10	-0.45	14	-1	-13	1	-0.98	-5	3
COc1ccc2cc(C(c3nnnn3C(C)(C)C)N3CCSCC3)c(=O)[nH]c2c1 (centres undefined)
    5	0.047	-7	3	-2	1	-0.2	2	5
O=C(Nc1ccc2c(c1)OCO2)C1CCCCN1S(=O)(=O)c1ccc(F)cc1 (centres undefined)
    10	-0.015	-11	63*	9	0.4	-1.1	-6	8
Cc1cc(C(=O)Nc2ccc(S(=O)(=O)Nc3onc(C)c3C)cc2)cs1
    -5	0.93	8	x	6	x	0.61	-1	9
Cn1c2ccc(F)cc2c2ncn(CCCN(CCO)CCO)c(=O)c21
    7	-0.053	-7	0	7	1	-0.66	9	-10
CCOC(=O)c1[nH]c2c(c1C)C(=O)CC(c1ccc(OCC)c(OC)c1)C2 (centres undefined)
    -6	1.3	8	90*	-9	0.1	0.35	-3	-6
CCn1c(=O)cc(OCC(=O)NCc2cccnc2)c2ccccc21
    -4	0.44	4	-5	-22	1	1.3	-2	13
CC(C)(C)c1ccccc1OCC(=O)Nc1ncn[nH]1
    -10	-1.2	9	21	17	0.8	0.08	-8	14
CS(=O)(=O)N1CC(C(=O)NC2CC2)Oc2ccc(Cl)cc21 (centres undefined)
    3	-0.97	1	29	-8	0.7	-0.38	8	2
Cn1c(=O)n(CCCOc2ccc(Br)cc2)c2ccccc21
    4	-0.44	-6	8	-1	0.9	0.38	-4	39*
CCN1CCN(S(=O)(=O)c2cc(OCC(=O)NC3CCCCC3)c(C)cc2Cl)CC1
    14	0.51	-14	56*	5	0.4	1.4	0	3
Cc1nc(NS(=O)(=O)c2ccccc2)sc1NC(=O)OCCN(C)C
    5	0.55	-6	15	-6	0.9	0.19	3	12
C=CCN(CC=C)S(=O)(=O)c1ccc(NC(=S)NC(=O)/C=C/c2ccccc2)cc1
    -5	0.069	8	18	-18	0.8	0.03	-10	2
CCn1c(N)c(C(=O)NCc2ccc3c(c2)OCO3)sc1=S
    2	-1.3	-3	63*	-5	0.4	-0.32	5	-3
Cc1cc(-c2c(C)[nH]n(-c3ccc(Cl)cc3)c2=O)n(-c2ccc(Cl)cc2)n1
    1	1.1	2	60*	-2	0.4	-0.3	1	6
C=CCn1c(=O)c(C(=O)NCCc2ccccc2)c(O)c2ccccc21
    x	0.13	x	34	-1	0.7	-1.3	14	10
Cc1nnc(SCc2ccccc2C#N)n1-c1ccccc1
    1	0.066	-9	10	2	0.9	-0.7	2	6
CC(C)c1cc(C(=O)Nc2cc(Cl)ccc2O)no1
    1	0.033	-4	50*	-1	0.5	-1.9	3	21
COc1ccccc1C(=O)N1CCN=C1c1ccccc1
    6	-0.55	-12	-70	-4	1.7	-0.07	2	3
Cn1c(CN2CCCCC2)nc2cc(NC(=O)c3cccc(Br)c3)ccc21
    -5	2.3	4	10	-14	0.9	-0.9	2	4
N#CC1=C2SCN(c3ccccc3)CN2C(=O)CC1c1c(Cl)cccc1Cl (centres undefined)
    -8	0.075	7	88*	1	0.1	x	5	5
Cn1c(SCC(=O)NCc2ccccc2)nnc1C1CC1
    -3	-0.45	1	-8	18	1.1	0.62	3	-1
Cc1ccc(NC(=O)C2=C(O)CCn3c2nc2ccccc23)cc1
    -6	0.97	8	28	-7	0.7	-0.71	-10	7

# Reprinted at random: two entries already listed
# Value order – PTPN22 act	DAT uptake mod	LYP inh 2	CYP2C9 inh	PostGolgi yeast	CYP2C9 activ	Pyk2 oligo antag	Ecoli WT expand	PostGolgi ctrl
CCN1CCN(S(=O)(=O)c2cc(OCC(=O)NC3CCCCC3)c(C)cc2Cl)CC1
    14	0.51	-14	56*	5	0.4	1.4	0	3
Cn1c(=O)n(CCCOc2ccc(Br)cc2)c2ccccc21
    4	-0.44	-6	8	-1	0.9	0.38	-4	39*

# (more compounds)
# Value order – PTPN22 act	DAT uptake mod	LYP inh 2	CYP2C9 inh	PostGolgi yeast	CYP2C9 activ	Pyk2 oligo antag	Ecoli WT expand	PostGolgi ctrl
Cc1onc(-c2ccccc2)c1C(=O)Nc1nnc(COc2ccc(Cl)cc2)s1
    -4	x	2	98*	-17	0	-2.9	-6	24
COCCNC(=O)C(c1ccc(F)cc1)N(CC1CCCO1)C(=O)CCC(=O)Nc1ccccn1 (centres undefined)
    18	-1.1	-18	-15	31*	1.1	1.3	-1	1
Cc1nn(C)cc1CNC(=O)C1C2CCC(O2)C1C(=O)O (centres undefined)
    -7	0.025	6	-15	4	1.2	x	3	-2
CCCc1nnc(NC(=O)Cn2cnc3ccccc3c2=O)s1
    3	0.47	0	6	-9	0.9	-0.14	3	8
O=C(Nc1cccc(Cl)c1)c1csc(-c2ccccc2)n1
    -6	x	8	58*	-4	0.4	-1.3	1	12
COc1ccc(S(=O)(=O)CCC(=O)NCCc2ccc(Cl)cc2)cc1
    -13	0.038	10	71*	8	0.3	1.7	4	3
COc1ccccc1-c1nc(C#N)c(N2CCc3ccccc3C2)o1
    -6	0.33	4	75*	11	0.3	-0.67	-14	25
Cc1cc(NS(=O)(=O)c2ccc(NC(=O)NC3CCCCC3)cc2)no1
    17	-0.043	-13	-5	1	1.1	0.06	2	16
CCCS(=O)(=O)NCc1ccc2c(c1)cc(C)n2C
    x	0.62	x	x	-1	x	-0.75	2	11
CCOC(=O)c1sc(NC(=O)c2ccc3ncsc3c2)nc1C
    x	-0.42	x	-4	3	1	x	-10	2
COc1cccc(/C=N/NC(=O)c2ccccc2N(Cc2ccccc2)S(=O)(=O)c2ccccc2)c1OC
    -7	x	11	80*	1	0.2	-2.7	-18	19
COc1ccc2nc(C)cc(C(=O)O)c2c1
    -7	-0.5	6	-5	4	1	-0.8	-4	7
COC(=O)Nc1ccc(S(=O)(=O)N2CCCC(C(=O)Nc3cccc4c3OCCO4)C2)cc1 (centres undefined)
    6	-0.41	-7	83*	-6	0.2	-0.67	2	12
COc1cc2[nH]c(=O)n(Cc3ccc(C(=O)NC4CCCC4)cc3)c(=O)c2cc1OC
    25	0.63	-24	8	1	0.9	0.15	-8	-1
CCCC(=O)Nc1cccc(NC(=O)c2ccccc2Br)c1
    8	0.39	-4	8	-3	0.9	-0.18	-1	2
Cc1cc(C(=O)NC2=NCCS2)cs1
    -9	1.7	7	x	5	x	0.06	5	2
COc1ccc(CC(=O)OCc2cc3ccccc3[nH]c2=O)cc1
    5	0.53	-7	6	-4	0.9	1.5	-13	11
COc1ccc(C)cc1NS(=O)(=O)c1cc(C)ccc1C
    8	-0.53	-11	22	-2	0.8	-0.82	-6	23
Cc1cc(C)n(-c2nc(SCC(=O)Nc3nccs3)c3c4c(sc3n2)COC(C)(C)C4)n1
    -9	0.034	7	77*	7	0.2	-1.2	0	9
Cc1cc(NC(=O)CSc2nc(-c3cccs3)cc(C(F)(F)F)n2)no1
    -2	-0.38	0	-18	-6	1.2	-1	-7	1
C=CCNC(=O)CCCC(=O)NCC=C
    -1	-0.084	1	8	2	0.9	0.19	-4	19
CCOc1ccc(NC(=O)N(C2CCCCCC2)C2CCN(C(C)=O)CC2)cc1
    8	2.3	-9	-15	-3	1.2	-0.08	4	2
O=C(CSc1nnnn1-c1cccc2c1CCCC2)N1CCOCC1
    -13	-0.71	10	-119	-1	2.2*	0.56	-7	9
O=C(NCC(=O)N(Cc1cccs1)C(C(=O)NC1CCCCC1)c1ccco1)c1ccco1 (centres undefined)
    2	1.2	-3	x	x	x	-1.2	x	x
COc1ccc(S(=O)(=O)N2CCN(Cc3ccc(Cl)cc3)CC2)cc1
    17	-0.069	-22	-10	3	1.1	-0.53	-2	23
O=C(c1ccccc1)c1ccc(OCCCN2CCCCC2)cc1
    -5	0.95	7	-6	9	1.1	0.34	5	6
Cc1cccc(CCNC(=O)CCc2c(C)nc3ncnn3c2C)c1
    -4	0.12	5	6	9	0.9	0.45	3	7
Cc1nc2c(F)c(F)c(C(F)(F)F)c(F)c2[nH]1
    x	0.064	x	27	8	0.7	-0.72	24	20
CCCn1c(N)c(C(=O)CSc2nc3ccccc3n2CCC#N)c(=O)n(C)c1=O
    -2	-0.46	-1	2	22	1	0.37	2	-3
CCn1c(C)[n+](CCOCC[n+]2c(C)n(CC)c3cc(Cl)c(Cl)cc32)c2cc(Cl)c(Cl)cc21
    1	-0.0029	-2	-8	1	1.1	-0.31	-15	4

# An excerpt from above in order of the CYP2C9 activ value, smallest number first.
compound,CYP2C9 activ
O=C(Nc1cccc(Cl)c1)c1csc(-c2ccccc2)n1,0.4
Cc1cccc(CCNC(=O)CCc2c(C)nc3ncnn3c2C)c1,0.9
O=C(c1ccccc1)c1ccc(OCCCN2CCCCC2)cc1,1.1

# More results follow:
# Value order – PTPN22 act	DAT uptake mod	LYP inh 2	CYP2C9 inh	PostGolgi yeast	CYP2C9 activ	Pyk2 oligo antag	Ecoli WT expand	PostGolgi ctrl
CCOC(=O)c1cc2occc2n1CC(=O)NC1CCC(C)CC1 (centres undefined)
    7	0.069	-8	22	-11	0.8	-0.45	3	8
Cc1cc(C)n2nc(SC(C)C(=O)NCc3ccco3)nc2n1 (centres undefined)
    1	0.025	-2	14	-5	0.9	0.23	-6	5
COC(=O)c1ccccc1NC(=O)C1CC(=O)N(c2ccccc2)C1 (centres undefined)
    1	0.4	-2	8	-5	0.9	-1.1	-3	0
CC(c1ccco1)N(C(=O)Nc1ccccc1)C1CCCCC1 (centres undefined)
    4	0.84	-2	81*	-3	0.2	0.65	1	35*
CCOC(=O)Cn1cnc2c(nnn2Cc2ccc(Cl)cc2)c1=O
    -3	0.83	1	-32	-1	1.3	-0.18	-2	-2
O=S(=O)(CCc1nnc(-c2ccccc2)o1)c1ccc2ccccc2c1
    -4	-0.81	2	-1	13	1	0.69	-8	8
CN1C(=O)CSc2ccc(C(=O)O)cc21
    -1	-0.14	1	3	-3	1	x	8	15
O=C(CS(=O)(=O)Cc1ccccc1)N1CCc2ccccc21
    7	0.098	-13	-109	1	2.1*	-0.21	8	4
c1ccc(CSc2nnc(-c3ccncc3)o2)cc1
    -5	-0.18	1	93*	22	0.1	-0.24	13	7
COc1ccc(NS(=O)(=O)c2cccs2)c(OC)c1
    1	-1.4	-3	-68	5	1.7	0.47	-4	-3
O=C1C2C3C=CC(C3)C2C(=O)N1CNc1ccccn1 (centres undefined)
    1	-1.2	0	-33	-5	1.3	0.1	-7	24
O=C(CSc1nnc(Cc2ccccc2)o1)NCc1ccco1
    -12	-0.041	12	0	1	1	-0.06	12	6
O=c1[nH]c2cc3c(cc2cc1CN(CC1CCCO1)S(=O)(=O)c1ccc(Cl)cc1)OCCO3 (centres undefined)
    1	-0.055	-1	-22	-7	1.2	-1.2	-1	3
O=c1cc2c(nn1Cc1c(Cl)cccc1Cl)-c1ccccc1CC2
    -1	0.9	2	50*	16	0.5	-1.2	-7	32*
